# All columns: NCI-60 one-dose screen, growth in % after 48 h at 10 µM unless noted; 100 = growth as untreated, 0 = no growth, -100 = all killed.
# 786-0 = 786-0 renal cancer cells; 5.1% of 81,000 active; AID 1794775
# DU-145 = DU-145 prostate cancer | 4.2% of 81,000 active | AID 1794760
# ACHN = ACHN renal cancer | 4.9% of 81,000 active
# TK-10 = TK-10 renal cancer cells; 3.9% of 81,000 active; AID 1794769
# A498 = A498 renal cancer cells; 5.4% of 76,000 active
# CAKI-1 = CAKI-1 renal cancer. 4.7% of 75,000 active
# RXF 393 = RXF 393 renal cancer cells; 6.9% of 77,000 active; AID 1794773
# SN12C = SN12C renal cancer cells | 3.8% of 81,000 active | AID 1794767
# UO-31 = UO-31 renal cancer; AID 1794768; 5.2% of 81,000 active
# Starred values were filed as active, the others as inactive; x = no result given; & = joins results of further samples. Rule for the calls: active = growth percent below 10; inactive = the rest. Not all compounds are listed; the hit share may differ from the screen's.
SMILES,786-0,DU-145,ACHN,TK-10,A498,CAKI-1,RXF 393,SN12C,UO-31
O=C(/C=C/c1ccccc1)N[C@@H](CO)Cc1cnc[nH]1,103.5,114.0,96.4,93.5,115.1,100.0,118.5,105.0,98.2
O=C1NC(=O)C(=Cc2csc3ccccc23)C(=O)N1,95.3,112.9,100.1,108.9,104.3,91.3,89.8,99.3,82.1
O=C(C(=O)N1CCCC1)c1cn(CCCCCn2cc(C(=O)C(=O)N3CCCC3)c3ccccc32)c2ccccc12,105.4,100.2,87.8,112.3,94.1,73.9,107.6,82.3,61.6
CC1(C)N=C(N)N=C(N)N1c1ccc(CC(=O)Nc2cccc(S(=O)(=O)F)c2)cc1,78.5,112.9,98.4,99.3,88.8,100.6,63.2,97.5,81.5
NCC(O)CSP(=O)(O)O (configuration not stated),109.6,119.6,97.7,114.0,96.8,x,122.1,107.0,81.6
O=[N+]([O-])c1ccc(OCCCOc2ccc(S(=O)(=O)F)cc2)c(Cl)c1,64.5,x,91.5,75.0,x,79.2,62.7,96.6,65.9
CC1=C(O)[C@@](C)(CCCCC[C@H](C)CCCCc2ccc(O)cc2)OOC1=O,104.9,113.0,97.5,129.5,119.1,80.6,111.0,88.5,68.8
O=C(CC1(O)C(=O)Nc2ccccc21)c1ccc(C(=O)NCC2CCC3(CC2)OOC2(CCCCC2)OO3)cc1 (configuration not stated),-34.0*,76.3,60.1,104.1,93.7,39.5,98.1,74.4,-77.2*
O=C(O)c1cc(Cc2ccc(O)c(C(=O)O)c2)ccc1O (tested in a mixture with another compound),78.0,83.0,77.0,93.0,84.7,58.4,39.6,87.1,42.6
COC(=O)[C@@H](Cc1cc2ccccc2[nH]1)NC(=O)C(=O)c1cn(Cc2cn(Cc3ccccc3)nn2)c2ccccc12,99.0,107.2,101.0,116.2,111.7,x,111.8,101.4,68.9
NC(=O)NC(=O)CBr,95.9,112.5,98.0,93.1,114.9,94.2,111.3,105.7,83.6
Cc1ccc(C(=O)C2C(c3ccccc3)N2Cc2ccccc2)cc1 (configuration not stated),96.0,106.6,101.2,106.9,44.7,93.8,x,89.5,73.9
NC(=O)[C@H](Cc1ccccc1)NC(=O)c1nn(CCCCCF)c2ccccc12,90.3,107.4,110.8,94.4,82.7,x,101.6,103.3,85.0
O=c1[nH]c(=O)[nH]c(=O)[nH]1,96.9,118.5,161.3,140.0,128.8,92.7,91.1,120.5,95.3
CCCCNC(=O)CCl,92.9,104.9,94.3,102.0,85.2,86.4,87.4,101.6,92.5
OC(c1ccccc1)(c1ccccc1)c1ccncc1,106.7,113.1,97.6,102.7,x,86.9,x,98.9,98.9
CC(=O)OC1CC2(O)C(CCC3(C)C(c4ccc(=O)oc4)CCC32O)C2(C)CCC(OC3OC(CO)C(O)C(O)C3O)C=C12 (configuration not stated),-74.6*,-100.0*,-79.8*,-92.3*,-33.8*,-93.5*,-45.0*,-6.0*,-80.8*
OCCNC(Cc1ccccc1)c1ccc2c(c1)OCO2 (configuration not stated),95.5,100.7,106.1,73.2,86.5,97.1,109.0,98.8,78.9
CC1CN1c1nc(N2CC2C)nc(N2CC2C)n1 (configuration not stated),110.9,128.0,109.2,105.9,111.7,121.3,122.0,111.2,98.4
CC12CCC3C4CCC(=O)C=C4CCC3C1CC1CC(=O)OC12 (configuration not stated),107.2,112.0,102.6,89.8,98.9,101.8,109.6,93.8,85.5

# Some of the entries so far, bar-delimited.
smiles | 786-0 | DU-145 | ACHN | TK-10 | A498 | CAKI-1 | RXF 393 | SN12C | UO-31
CC1(C)N=C(N)N=C(N)N1c1ccc(CC(=O)Nc2cccc(S(=O)(=O)F)c2)cc1 | 78.5 | 112.9 | 98.4 | 99.3 | 88.8 | 100.6 | 63.2 | 97.5 | 81.5
NCC(O)CSP(=O)(O)O (configuration not stated) | 109.6 | 119.6 | 97.7 | 114.0 | 96.8 | x | 122.1 | 107.0 | 81.6
O=[N+]([O-])c1ccc(OCCCOc2ccc(S(=O)(=O)F)cc2)c(Cl)c1 | 64.5 | x | 91.5 | 75.0 | x | 79.2 | 62.7 | 96.6 | 65.9
CC1=C(O)[C@@](C)(CCCCC[C@H](C)CCCCc2ccc(O)cc2)OOC1=O | 104.9 | 113.0 | 97.5 | 129.5 | 119.1 | 80.6 | 111.0 | 88.5 | 68.8
O=C(CC1(O)C(=O)Nc2ccccc21)c1ccc(C(=O)NCC2CCC3(CC2)OOC2(CCCCC2)OO3)cc1 (configuration not stated) | -34.0* | 76.3 | 60.1 | 104.1 | 93.7 | 39.5 | 98.1 | 74.4 | -77.2*
O=C(O)c1cc(Cc2ccc(O)c(C(=O)O)c2)ccc1O (tested in a mixture with another compound) | 78.0 | 83.0 | 77.0 | 93.0 | 84.7 | 58.4 | 39.6 | 87.1 | 42.6
COC(=O)[C@@H](Cc1cc2ccccc2[nH]1)NC(=O)C(=O)c1cn(Cc2cn(Cc3ccccc3)nn2)c2ccccc12 | 99.0 | 107.2 | 101.0 | 116.2 | 111.7 | x | 111.8 | 101.4 | 68.9
NC(=O)NC(=O)CBr | 95.9 | 112.5 | 98.0 | 93.1 | 114.9 | 94.2 | 111.3 | 105.7 | 83.6
Cc1ccc(C(=O)C2C(c3ccccc3)N2Cc2ccccc2)cc1 (configuration not stated) | 96.0 | 106.6 | 101.2 | 106.9 | 44.7 | 93.8 | x | 89.5 | 73.9
NC(=O)[C@H](Cc1ccccc1)NC(=O)c1nn(CCCCCF)c2ccccc12 | 90.3 | 107.4 | 110.8 | 94.4 | 82.7 | x | 101.6 | 103.3 | 85.0
O=c1[nH]c(=O)[nH]c(=O)[nH]1 | 96.9 | 118.5 | 161.3 | 140.0 | 128.8 | 92.7 | 91.1 | 120.5 | 95.3
CCCCNC(=O)CCl | 92.9 | 104.9 | 94.3 | 102.0 | 85.2 | 86.4 | 87.4 | 101.6 | 92.5
OC(c1ccccc1)(c1ccccc1)c1ccncc1 | 106.7 | 113.1 | 97.6 | 102.7 | x | 86.9 | x | 98.9 | 98.9
CC(=O)OC1CC2(O)C(CCC3(C)C(c4ccc(=O)oc4)CCC32O)C2(C)CCC(OC3OC(CO)C(O)C(O)C3O)C=C12 (configuration not stated) | -74.6* | -100.0* | -79.8* | -92.3* | -33.8* | -93.5* | -45.0* | -6.0* | -80.8*
OCCNC(Cc1ccccc1)c1ccc2c(c1)OCO2 (configuration not stated) | 95.5 | 100.7 | 106.1 | 73.2 | 86.5 | 97.1 | 109.0 | 98.8 | 78.9
CC1CN1c1nc(N2CC2C)nc(N2CC2C)n1 (configuration not stated) | 110.9 | 128.0 | 109.2 | 105.9 | 111.7 | 121.3 | 122.0 | 111.2 | 98.4
CC12CCC3C4CCC(=O)C=C4CCC3C1CC1CC(=O)OC12 (configuration not stated) | 107.2 | 112.0 | 102.6 | 89.8 | 98.9 | 101.8 | 109.6 | 93.8 | 85.5

# Further records follow:
SMILES,786-0,DU-145,ACHN,TK-10,A498,CAKI-1,RXF 393,SN12C,UO-31
O=C(c1ccccc1)C(F)(Cl)Cl,102.4,104.5,x,100.6,94.6,x,100.6,101.4,93.7
CNC(=O)Oc1cc(Cl)c(Cl)cc1Cl,103.4,x,97.7,99.4,103.9,91.4,129.9,97.1,75.8
O=P(NC1CCCCC1)(N1CC1)N1CC1,101.8,74.1,76.8,98.0,74.5,50.8,104.9,80.6,78.7
COc1ccc(C(CN(C)C)C2(O)CCCCC2)cc1 (configuration not stated),98.5,120.1,100.2,112.1,94.3,92.1,133.8,102.7,87.3
O=C(O)c1ccc(CCl)cc1,104.9,97.1,100.4,92.0,102.9,100.1,123.5,104.2,80.0
CC(C)=CC1C(C(=O)OCC(C)C)C1(C)C (configuration not stated),97.7,112.5,97.5,89.5,74.8,81.1,105.9,102.9,93.3
CC1CCN(C(Cc2ccccc2Cl)c2ccccc2)CC1 (configuration not stated),89.4,101.2,102.3,99.6,97.8,x,x,92.6,75.3
CC(Cc1ccccc1)NC(C#N)c1ccccc1 (configuration not stated),113.7,128.2,102.7,105.6,81.8,93.6,103.5,102.3,92.9
CCN1CC2C3CCC(C)(O3)C2C1 (configuration not stated),70.9,111.5,99.5,112.0,84.8,104.3,92.8,101.4,79.4
CNC(=O)Oc1ccccc1Br,107.2,100.0,96.4,97.7,108.6,115.5,99.9,105.6,85.1
O=P(N1CC1)(N1CC1)N1CCc2ccccc21,106.5,111.5,107.9,110.4,105.9,x,109.1,92.4,92.2
COc1cc2c(cc1OC)CC(C)[N+](C)=C2 (configuration not stated),102.8,105.4,110.8,94.8,83.4,99.5,114.1,97.0,89.7
CO[C@H]1C(=O)C[C@H]2[C@@H]3CC=C4C[C@@H](O)CC[C@]4(C)[C@H]3CC[C@]12C,96.9,114.1,99.6,106.7,86.5,85.8,114.8,98.0,87.5
CCCCN(CCCC)CC(O)c1cccc(Br)c1 (configuration not stated),98.4,115.4,103.8,111.9,113.9,95.9,79.0,94.2,56.7
Cc1c(C[N+](C)(C)C)cc(C(C)C)cc1C(C)C,97.6,99.2,95.5,96.7,101.2,90.1,96.2,100.6,80.7
C=CCc1cc2c(cc1OC)OCO2,100.8,104.6,103.2,105.6,103.3,85.3,94.0,105.8,87.5
CCOP(=O)(OCC)C(O)c1ccc(Cl)c(Cl)c1 (configuration not stated),101.4,122.0,107.2,101.9,98.9,117.3,132.8,103.7,76.8
CN(C)CCSC1=Nc2ccc(Cl)cc2C(c2ccccc2Cl)=NC1,102.3&104.0,119.3&109.3,111.7&109.1,115.1&112.9,126.5&133.4,84.8&87.6,131.5&146.6,107.4&111.8,84.7&82.1
COc1cc(C2c3ccc(N)cc3Oc3nc(N)c(C#N)c(N)c32)cc(OC)c1OC (configuration not stated),104.8,113.1,101.3,x,97.5,101.0,x,100.7,90.3
N#Cc1ccc(Cl)cc1,108.1,116.7,102.5,60.3,134.1,110.6,120.1,106.8,94.6

# Random excerpt: 3 compounds from above
SMILES,786-0,DU-145,ACHN,TK-10,A498,CAKI-1,RXF 393,SN12C,UO-31
O=C(C(=O)N1CCCC1)c1cn(CCCCCn2cc(C(=O)C(=O)N3CCCC3)c3ccccc32)c2ccccc12,105.4,100.2,87.8,112.3,94.1,73.9,107.6,82.3,61.6
CC1CN1c1nc(N2CC2C)nc(N2CC2C)n1 (configuration not stated),110.9,128.0,109.2,105.9,111.7,121.3,122.0,111.2,98.4
CC1(C)N=C(N)N=C(N)N1c1ccc(CC(=O)Nc2cccc(S(=O)(=O)F)c2)cc1,78.5,112.9,98.4,99.3,88.8,100.6,63.2,97.5,81.5

# More compounds follow:
SMILES,786-0,DU-145,ACHN,TK-10,A498,CAKI-1,RXF 393,SN12C,UO-31
O=c1[nH]c(=O)n(Cl)c(=O)n1Cl,99.5&115.3,142.3,106.8&109.3,117.1&115.1,127.5&105.7,108.4&100.8,120.2&113.7,107.6&94.2,86.7&84.3
Cn1c(=O)oc(=O)c2ccccc21,100.5,122.4,107.8,120.1,103.1,107.2,116.1,106.5,84.3
CC1(C)N=C(N)N=C(N)N1c1ccc(CCC(=O)Nc2cccc(S(=O)(=O)F)c2)cc1,58.0,72.1,99.3,98.9,x,-6.0*,64.7,46.5,85.2
COc1cccc(C)c1NC1=NCCO1,108.7,119.2,112.1,109.1,95.3,125.6,109.6,102.5,94.7
CC(=O)c1c(O)[nH]c(=S)[nH]c1=O,101.5,105.1,100.4,93.2,104.4,91.7,117.3,95.3,85.7
N#CCc1ccccc1,101.5,113.3,108.2,108.4,x,103.8,111.3,99.6,93.0
CC#CC#COC(=O)C1=C(Nc2ccc(F)c(Cl)c2)C(=O)OC12C(=O)Nc1ccccc12 (configuration not stated),116.5,109.2,103.8,131.2,104.9,88.7,113.4,104.7,67.6
CC[C@]12C=CCN3CC[C@@]4(c5ccc(OC)cc5N(C)[C@H]4[C@@](O)(C(=O)OC)[C@@H]1OC(=O)CCCN1CCN(CCCC(=O)O[C@@H]4[C@]5(CC)C=CCN6CC[C@@]7(c8ccc(OC)cc8N(C)[C@H]7[C@@]4(O)C(=O)OC)[C@@H]65)CC1)[C@@H]32,-81.9*,-90.6*,-83.3*,-87.9*,-58.2*,-97.0*,-88.5*,-81.4*,-88.8*
OCc1ccco1,109.3,111.6,102.0,94.9,105.8,110.3,126.6,120.3,90.3
COc1ccc(N)cc1N,102.2,119.8,101.4,147.8,122.4,101.4,x,100.7,70.8
CN(C)C(Cc1ccc(Cl)cc1)c1ccccc1 (configuration not stated),106.2,112.6,104.2,111.1,76.4,91.6,104.4,91.0,99.8
C[C@]12CC[C@H]3[C@@H](CC=C4c5nc(Cc6ccccc6)sc5CC[C@@]43C)[C@@H]1CC[C@@H]2O,107.9,97.4,103.5,115.4,x,88.0,104.8,96.5,90.4
COc1ccc(/C=C/C(=O)c2cc(S(=O)(=O)N(CCCl)CCCl)c(OC)cc2OC)cc1,64.1,105.0,77.7,125.7,118.4,73.9,58.9,69.8,58.5
COC(=O)C(C)NP(=O)(N1CC1)N1CC1 (configuration not stated),104.0,108.1,118.2,104.7,92.6,97.1,108.2,101.3,98.3
c1cnc2[nH]cc(-c3csc(-c4cn(CCN5CCCCC5)c5ccccc45)n3)c2c1,65.7,91.0,85.5,99.3,77.7,x,61.0,61.5,40.5
CCC1CN1P(=O)(OCCOC)N1CC1CC (configuration not stated),102.9,110.1,102.9,122.6,119.3,x,110.0,100.8,88.6
COc1ccc(CC(C)NCc2ccccc2)cc1OC (configuration not stated),104.9,105.1,95.7,94.3,85.4,92.4,106.3,95.9,71.3
O=C(O)CNC(=O)CCl,90.5,100.2,101.3,91.9,109.8,93.5,97.9,102.1,86.5
Cc1nc2ccccc2c(=O)n1-c1nccs1,100.3,115.8,94.3,111.3,99.0,85.9,99.2,92.2,81.0
O=[N+]([O-])/C=C/c1ccc(O)cc1,100.8,113.8,101.9,97.4,102.8,100.6,111.3,x,90.7
